# Rad51 HR inh = blocks human Rad51 in homologous recombination; Q06609; hRad51 DNA strand exchange, fluorescence dequenching; inhibition, % at 10 µM; 0.085% of 200,000 active; AID 1385;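 active means inhibition above 40% at the single screening dose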;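 further: 0% = DMSO control wells and 100% = blanks with heterologous ssDNA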
# Target sequence (Q06609 whole entry, looked up): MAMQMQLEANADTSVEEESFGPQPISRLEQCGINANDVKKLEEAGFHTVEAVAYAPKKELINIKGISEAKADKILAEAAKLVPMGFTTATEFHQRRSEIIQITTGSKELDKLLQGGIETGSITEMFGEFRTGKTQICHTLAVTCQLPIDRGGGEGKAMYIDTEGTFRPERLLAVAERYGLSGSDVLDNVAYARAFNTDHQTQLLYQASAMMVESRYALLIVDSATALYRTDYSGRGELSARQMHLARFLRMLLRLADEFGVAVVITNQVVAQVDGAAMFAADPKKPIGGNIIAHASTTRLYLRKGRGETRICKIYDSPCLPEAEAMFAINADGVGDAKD
#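 material = hRad51 filaments on single-stranded DNA | reagent = Donor/quencher-labelled 47-bp dsDNA substrate | compound = 10 µM final, single point | schedule = strand-exchange reaction 15 min at room temperature | measured by = fluorescein emission 520 nm, excitation 485 nm | read-out basis = % inhibition versus plate control and blank means | benchmarks = plate controls and plate blanks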
# Cl transport mod = KCC2 (human) Cl- transport modulation; Q9H2X9; 2.2% of 190,000 active; KCC2 cells, thallium flux FluoZin-2 fluorescence; B-score of Tl+ flux slope (higher = more flux/activation; lower = inhibition) at 10 µM;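 active means thallium flux slope and its plate-corrected score both differing from the plate sample mean at a set confidence after two filtering rounds, in either direction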;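 further: slope of fluorescence scaled to starting intensity during 10 to 20 s after thallium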
# The depositor's hits bear a star; . = not tested or not shown. Some of the compounds tested, so the mix of outcomes need not match the whole.
SMILES,Rad51 HR inh,Cl transport mod
c1cncc(C2CCCN2)c1 (stereo not given),-1.3,.
COC(=O)C1=C(c2ccccc2)C[C@@H]2CC[C@H]1N2C(=O)N1CCC(C)CC1,4.5,.
NC(=O)c1cc(N2CC2)c([N+](=O)[O-])cc1[N+](=O)[O-],-3.6,.
CS(=O)(=O)c1ccc(C2=C(c3ccccc3)C(=O)OC2)cc1,-4.5,.
C/C=C1\CN2[C@H]3C[C@@]45c6ccccc6N(C)[C@H]4[C@@H]2CC1C3[C@H]5O (stereo not given in full),1.7,.
O=C(O)CC[N+](=O)[O-],2.0,.
COC(=O)C1=C(c2cccc(OC)c2OC)C[C@@H]2CC[C@H]1N2C(=O)NC1CC1,-0.7,.
COC(=O)C1=C(c2cc3ccccc3o2)C[C@@H]2CC[C@H]1N2C(=O)NCc1ccccc1,0.9,.
COc1ccc2c(c1)[C@]13CCCCC1C(C2)N(C)CC3 (stereo not given in full),-2.3,.
COc1ccc2[nH]cc(C3=CCNCC3)c2c1,-24.8,.
N[C@@H](Cn1oc(=O)[nH]c1=O)C(=O)O,0.3,.
c1ccc2c(N3CCNCC3)cccc2c1,13.3,.
Cn1cnc(CCN)c1,-5.7,.
COc1cc2c(c(OC)c1OC)-c1ccc(C(=O)O)cc1[C@@H](NC(C)=O)CC2,4.9,.
CCOc1ccc(NC(=O)c2c(O)[nH]c(=O)[nH]c2=O)cc1,1.1,.
O=C(O)C(Cl)Cl,-5.9,.
CNCC(O)c1cc(F)c(OCc2ccccc2)c(OCc2ccccc2)c1F (stereo not given),-7.5,.
CC(=O)O[C@@H]1/C=C/[C@](C)(O)C[C@@H](C)C/C=C/[C@H]2[C@H](O)[C@@](C)(O)[C@@H](C)[C@H]3[C@H](Cc4ccccc4)NC(=O)[C@@]312,-0.9,.
C[N+]1(C)CCC(OC(=O)C(c2ccccc2)c2ccccc2)CC1,-1.7,.
CCC(=Nc1ccc2c(c1)CCC2)c1c(O)n(C)c(=O)n(C)c1=O,3.6,.
N[C@@H](CCl)C(=O)O,5.8,.
COC(=O)C1=C(c2cc3ccccc3o2)C[C@@H]2CC[C@H]1N2C(=O)NCCCOC(C)C,0.9,.
O[C@@H]1CCCN2CCc3c([nH]c4ccccc34)[C@H]12,0.6,.
CC1=C(C/C(C)=C/c2ccccc2)/C(=C/CO)[C@H](O)[C@](C)(O)C12CC2,6.7,.
Nc1ncnc2c1ccn2[C@@H]1O[C@H](CO)[C@@H](O)[C@H]1O,0.2,.
CCCNC(=O)N1[C@H]2CC[C@@H]1C(C(=O)OC)=C(c1cc3ccccc3s1)C2,3.1,.
COC(=O)C1=C(c2ccc(S(C)(=O)=O)cc2)C[C@@H]2CC[C@H]1N2C(=O)NCc1ccccc1,-3.7,.
CNCC(=O)c1ccccc1,-2.1,.
Oc1c(Cl)c(Cl)c(Cl)c(Cl)c1Cl,0.8,.
COC(=O)C1=C(c2ccccc2)C[C@@H]2CC[C@H]1N2C(=O)N1CCOCC1,-1.8,.
COC(=O)C1=C(c2cc3ccccc3o2)C[C@@H]2CC[C@H]1N2C(=O)NCc1ccco1,-4.2,.
COC(=O)C1=C(c2ccccc2)C[C@@H]2CC[C@H]1N2C(=O)N1CCC(O)CC1,8.5,.
CCCNC(=O)N1[C@H]2CC[C@@H]1C(C(=O)OC)=C(c1cccc(OC)c1OC)C2,-2.6,.
COC(=O)C1=C(c2ccc(S(C)(=O)=O)cc2)C[C@@H]2CC[C@H]1N2C(=O)NCCCOC(C)C,8.1,.
CCNc1nc(NC(C)(C)C)nc(SC)n1,-0.7,.
CN1C(=O)CN=C(c2ccccc2)c2cc(Cl)ccc21,.,-0.3
C[C@]12CC[C@@H](O)C[C@@H]1CC[C@@H]1[C@@H]2CC[C@]2(C)C(=O)CC[C@@H]12,-8.4,0.354
CC(C)[N+](C)(CCC(C(N)=O)(c1ccccc1)c1ccccc1)C(C)C,-2.6,0.303
CCCC[N+]1(C)[C@@H]2CC(OC(=O)[C@H](CO)c3ccccc3)C[C@H]1[C@@H]1O[C@@H]12 (stereo not given in full),-5.7,0.378
CN1C(=O)COc2c(C(=O)NC3CN4CCC3CC4)cc(Cl)cc21 (stereo not given),0.6,-0.0483
C=C1C[C@@H]2[C@H](CC[C@]3(C)C(=O)CC[C@@H]23)[C@@]2(C)C=CC(=O)C=C12,2.9,0.343

# 20 of the compounds above, with tabs:
SMILES	Rad51 HR inh	Cl transport mod
c1cncc(C2CCCN2)c1 (stereo not given)	-1.3	.
COC(=O)C1=C(c2ccccc2)C[C@@H]2CC[C@H]1N2C(=O)N1CCC(C)CC1	4.5	.
NC(=O)c1cc(N2CC2)c([N+](=O)[O-])cc1[N+](=O)[O-]	-3.6	.
CS(=O)(=O)c1ccc(C2=C(c3ccccc3)C(=O)OC2)cc1	-4.5	.
C/C=C1\CN2[C@H]3C[C@@]45c6ccccc6N(C)[C@H]4[C@@H]2CC1C3[C@H]5O (stereo not given in full)	1.7	.
O=C(O)CC[N+](=O)[O-]	2.0	.
COC(=O)C1=C(c2cccc(OC)c2OC)C[C@@H]2CC[C@H]1N2C(=O)NC1CC1	-0.7	.
COC(=O)C1=C(c2cc3ccccc3o2)C[C@@H]2CC[C@H]1N2C(=O)NCc1ccccc1	0.9	.
COc1ccc2c(c1)[C@]13CCCCC1C(C2)N(C)CC3 (stereo not given in full)	-2.3	.
COc1ccc2[nH]cc(C3=CCNCC3)c2c1	-24.8	.
N[C@@H](Cn1oc(=O)[nH]c1=O)C(=O)O	0.3	.
c1ccc2c(N3CCNCC3)cccc2c1	13.3	.
Cn1cnc(CCN)c1	-5.7	.
COc1cc2c(c(OC)c1OC)-c1ccc(C(=O)O)cc1[C@@H](NC(C)=O)CC2	4.9	.
CCOc1ccc(NC(=O)c2c(O)[nH]c(=O)[nH]c2=O)cc1	1.1	.
O=C(O)C(Cl)Cl	-5.9	.
CNCC(O)c1cc(F)c(OCc2ccccc2)c(OCc2ccccc2)c1F (stereo not given)	-7.5	.
CC(=O)O[C@@H]1/C=C/[C@](C)(O)C[C@@H](C)C/C=C/[C@H]2[C@H](O)[C@@](C)(O)[C@@H](C)[C@H]3[C@H](Cc4ccccc4)NC(=O)[C@@]312	-0.9	.
C[N+]1(C)CCC(OC(=O)C(c2ccccc2)c2ccccc2)CC1	-1.7	.
CCC(=Nc1ccc2c(c1)CCC2)c1c(O)n(C)c(=O)n(C)c1=O	3.6	.

# Compound activity deposited in PubChem by several laboratories.
